NR2E3 ag-1 = NR2E3 (human) agonism | AID 2300 | inhibition of corepressor binding, % at 4.78 µM | 0.12% of 320,000 active | Q9Y5X4 | GST-NR2E3/biotin-RetCOR TR-FRET, 1536-well;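 active means percent inhibition above the cutoff of mean plus 3 SD of all tested compounds, set per screening campaign, cut at about 20% in these data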;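 further: 0% = DMSO wells and 100% = biotin wells as full block of FRET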
Target sequence (Q9Y5X4 whole entry, looked up): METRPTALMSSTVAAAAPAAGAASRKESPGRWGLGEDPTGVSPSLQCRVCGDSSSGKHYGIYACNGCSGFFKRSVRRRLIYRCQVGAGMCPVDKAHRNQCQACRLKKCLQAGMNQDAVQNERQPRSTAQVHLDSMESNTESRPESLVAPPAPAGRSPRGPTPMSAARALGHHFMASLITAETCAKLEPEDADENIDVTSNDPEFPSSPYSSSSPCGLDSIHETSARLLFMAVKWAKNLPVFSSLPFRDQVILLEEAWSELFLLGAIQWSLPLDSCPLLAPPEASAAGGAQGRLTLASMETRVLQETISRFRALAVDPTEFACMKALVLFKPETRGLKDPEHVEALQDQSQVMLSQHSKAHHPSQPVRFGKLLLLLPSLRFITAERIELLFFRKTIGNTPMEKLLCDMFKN
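Assay system: NR2E3–RetCOR corepressor complex. Quantity: 1.35 nM GST-NR2E3. Buffer or medium: pH 7.5 Tris-based buffer. Reagent: biotinylated RetCOR corepressor at 7 nM final. Schedule: 5 h at 4 °C. Detection: TR-FRET, emission read at 617 and 671 nm. Replicates: one well per compound, singlicate testing.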
aDG glyco act = increases alpha dystroglycan glycosylation; Pro5-aDG cells, alpha-DG glycosylation AlphaScreen (IIH6); 0% Pro5, 100% B10-LARGE cell signal; activation, % at 10 µM; 0.22% of 360,000 active; AID 624168;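 active means activation of at least 8% versus controls, or a plate z-score of at least 8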;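 further: Pro5 are CHO cells carrying HIG-tagged alpha-DG that lacks glycosylation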
TRPM1 prom inh = inhibitors of MITF-driven TRPM1 promoter in melanoma cells; SK-MEL-5 TRPM1 promoter luciferase, 24 h; inhibition, % at 12.5 µM; 0.83% of 330,000 active;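 active means mean inhibition across replicates of 60% or more, whatever share of single replicates reaches that level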; further: values of inactives mirror those of a sister screen read the other way
HIF-2a block = inhibitors of HIF-2a; 0.72% of 360,000 active; inhibition, % at 18.8 µM; AID 624352; 786-0 RCC cells HIF-2a reporter, luciferase luminescence, overnight;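 active means inhibition of the luminescence signal of 40% or more relative to plate controls, in a single-dose primary screen at 18.75 µM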
Peg3 prom inh = Peg3 promoter activity inhibition | HeLa PEG-Prom luciferase reporter, luminescence, overnight | inhibition, % at 20 µM | 1.7% of 360,000 active | AID 588405;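 active means inhibition of at least 50% at 20 µM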
CF NFkB inh = blocks PAF-induced NF-kB reporter in cystic fibrosis cells; KKLEB NF-kB-GFP reporter, GFP fluorescence overnight; inhibition, % at 5 µM; 0.86% of 360,000 active; AID 588850;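 active means at least 50% inhibition at 5 µM, scaled per plate between neutral and stimulator controls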;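 further: PAF is a Pseudomonas aeruginosa culture filtrate used as stimulus; plate controls were PAF-stimulated DMSO wells for no effect and unstimulated DMSO wells for full effect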
NR2E3 ag-2 = human photoreceptor-specific nuclear receptor agonism; Q9Y5X4; CHO-S Gal4-NCOR/VP16-NR2E3 two-hybrid, luciferase; inhibition of corepressor binding, % at 3.98 µM; 0.35% of 360,000 active; AID 602229;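 active means inhibition above the mean of all tested compounds plus 3 SD, cut at about 70% in these data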;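 further: 0% = DMSO with NR2E3 transfected cells and 100% = cells lacking NR2E3 construct; higher means lower luciferase signal from less NR2E3 corepressor binding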
KKLEB cytotox = counter-screen for CF NF-kB inhibitors: cytotoxicity. KKLEB CF airway cells viability, ATPlite luminescence, overnight; active compounds read low; cells stimulated with P. aeruginosa culture filtrate. activity change (cytotoxicity), % at 5 µM. 0.36% of 360,000 active;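 active means corrected activity change at or below -50% at 5 µM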
Shn3 3UTR inh = Schnurri-3 reporter inhibition in Clone20 osteoblasts | 0.52% of 360,000 active | inhibition, % at 12.5 µM | AID 588674 | Clone20 osteoblast Shn3 3'UTR firefly luciferase, 24 h;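 active means mean inhibition of at least 75% with every replicate also reaching 75%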;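 further: 0% = median of neutral control wells and 100% = pilot-screen positive control compound; some compounds past the cut are filed as inactive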
hiPSC survival = increases survival of single human iPS cells; survival enhancement, % at 20 µM; 0.044% of 360,000 active; hiPSC single-cell survival, ATPlite luminescence; 100% = ROCK inhibitor wells, 0% = DMSO; in the data active means survival enhancement above about 18%;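 further: cells exposed to compounds for 16 hours before the ATP read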
TWEAK-Fn14 inh = blocks TWEAK-Fn14 interaction in a reporter cell assay | AID 1159606 | TWEAK-stimulated Fn14 reporter cells, luciferase luminescence, 8 h | inhibition, % at 10 µM | 2% of 360,000 active; in the data active means inhibition above about 50%
* hit, by the source's call; / = no result given. Not a hit list (roughly 4.4% active in at least one column).

SMILES	NR2E3 ag-1	aDG glyco act	TRPM1 prom inh	HIF-2a block	Peg3 prom inh	CF NFkB inh	NR2E3 ag-2	KKLEB cytotox	Shn3 3UTR inh	hiPSC survival	TWEAK-Fn14 inh
CNC(=S)N1N=C(c2ccc(OC)cc2)CC1c1ccc(N(C)C)cc1 (stereo not given)	-2	-0.5	4	-52	-67	-15	-35	-17	-20	-1.5	22
Cn1cccc1Cc1nnc(SCC(=O)Nc2cccc(F)c2)n1CCc1ccccc1	-1	0.0	21	1	-1	3	-38	-7	15	-2.7	16
Cc1ccc(Cn2c(=N)c(S(=O)(=O)c3ccc(Br)cc3)cc3c(=O)n4ccccc4nc32)cc1	4	2.3	-6	-3	-10	15	-8	-19	6	0.8	-13
CC1Cc2ccccc2C(=O)N1 (stereo not given)	4	-0.3	-1	22	-10	4	-7	3	9	-1.1	8
COc1ccc(S(=O)(=O)N(C)CC(=O)N2CCC(C(N)=O)CC2)cc1	5	0.0	7	-3	5	8	-17	8	-14	0.4	-3
Cc1cnc(C(=O)Nc2cc(S(=O)(=O)N3CCOCC3)ccc2N2CCN(C)CC2)cn1	3	-0.2	5	11	19	-8	25	2	0	1.3	0
CCOc1ccc(OCCC(=O)OCC(=O)Nc2cccc(S(=O)(=O)N3CCCCC3)c2)cc1	/	0.1	/	8	4	2	0	-3	-21	-1.9	-23
CCOC(=O)c1c(C)n(C)c2ccc(OC(=O)c3ccoc3)cc12	-3	0.0	-21	-2	-18	1	10	-8	7	-0.2	-13
O=C(O)Cc1csc(-c2cccc(F)c2)n1	-1	-0.5	3	22	-4	-1	1	-12	-2	0.3	-12
CC(=O)Nc1nc(SCC(=O)NCc2ccc(F)cc2)[nH]c(=O)c1NC(=O)c1cccs1	-2	0.7	6	14	14	-7	-9	7	-15	0.7	-4
COc1ccc(C2=Nc3ccccc3NC(=O)C2N(C(=O)c2cc3ccccc3[nH]2)c2ccccc2)cc1 (stereo not given)	/	0.1	/	-213	-169	-26	-109	3	-38	-5.1	-6
Cc1ccc(-n2nnnc2CNC(=O)C(=O)c2c[nH]c3ccccc23)cc1C	/	-0.2	/	21	17	4	-42	9	7	0.8	-6
CCCCn1c(=O)[nH]c(=O)c2c1nc(-c1ccc(OC(F)F)c(OC)c1)n2C	0	0.1	-4	13	7	7	-18	-14	-11	0.7	-40
COc1ccccc1OCC(=O)OCn1c(SC)nnc(C)c1=O	0	-0.2	-7	7	14	15	-14	6	-1	-1.3	-1
CC(=O)NCC1(c2ccccc2)CCN(CC2COc3ccccc3O2)CC1 (stereo not given)	/	4.3	/	10	-17	-8	3	5	-2	0.6	4
Cc1ccc(C(=O)N/N=C/c2ccc(-c3ccc(Br)cc3[N+](=O)[O-])o2)o1	1	0.5	-1	-48	-9	-25	-33	-1	-4	-0.3	0
CCOC(=O)Nc1cc(C)ccc1OC	2	-0.1	-1	7	2	-8	-20	-9	-9	0.7	0
CCCS(=O)(=O)NC(=O)C1(C)CCN(C(=O)c2cccnc2Oc2ccccc2)C1 (stereo not given)	/	-0.2	/	7	8	-7	-26	9	1	-1.4	5
C[C@H](CO)N1C[C@H](C)[C@H](CN(C)Cc2cccc(C(F)(F)F)c2)OCc2ccccc2-c2c(n(C)c3ccccc23)C1=O	/	0.2	/	-7	-8	-2	-12	2	-4	2.6	-22
CC1CCN(C(=S)c2cn(Cc3cccc(F)c3)c3ccccc23)CC1	3	0.9	1	21	19	5	-15	-4	28	0.1	-11
CSc1nnc(CCNS(=O)(=O)c2ccc(Br)cc2)n1C	2	-0.1	-3	5	13	0	-23	8	1	-0.2	29
Nc1cc(N2CCCCCC2)c2nonc2c1[N+](=O)[O-]	2	0.1	25	7	11	5	-1	-1	33	-0.1	-3
COc1ccccc1N/C(=N/S(=O)(=O)c1ccc(C)cc1)c1ccc(Cl)cc1	3	-0.1	6	-6	25	-8	4	14	35	6.1	1
Cc1c(Cl)cccc1NC(=S)N(CCN(C)C)C(C)c1ccco1 (stereo not given)	-1	0.2	6	21	8	18	8	-13	8	-0.6	-2
COc1cccc(C(c2cccc(OC)c2)c2ccccc2C(=O)O)c1	/	-0.2	-5	-14	-3	15	-1	3	3	2.6	-2
Cc1ccc(-n2ncc3c2CCCC3NC(=O)c2ocnc2C)cc1C (stereo not given)	2	2.7	19	15	13	-27	101*	6	83	-0.3	33
NC(=O)c1cccc(N=Cc2cc(Cl)cc(Cl)c2O)c1	/	-0.3	-7	15	16	6	-38	7	-6	1.1	13
Cc1cc(OCC(=O)OCC(=O)NCc2ccc3c(c2)OCO3)ccc1Cl	1	-0.4	-5	-8	5	-14	9	-2	-5	-0.4	0
COc1ccc(OCC(=O)N/N=C(\C)c2cccs2)cc1	-1	0.1	-2	-111	-69	-1	14	5	2	0.4	-8
O=C(COC(=O)CCSc1ccccc1)Nc1ccccc1Br	/	0.0	-9	-27	-28	12	-12	-4	-3	-1.8	-32
Cc1nnc(SCCCCSc2nnc(C)c(=O)[nH]2)[nH]c1=O	-2	0.9	9	19	7	6	7	2	5	3.8	-21
CC(C)C(NC(=O)CNC(=O)OC(C)(C)C)C(=O)NCc1ccc(Cl)cc1 (stereo not given)	-1	-0.2	-3	15	8	8	-3	5	2	-1.2	24
O=C(Nc1ccc(OC(F)(F)F)cc1)c1cnc2n(c1=O)CCS2	1	0.7	-8	-188	-191	-34	16	5	26	-1.3	1
COc1ccc(N=C2S/C(=C\c3ccc(C)s3)C(=O)N2CC(C)C)cc1	0	-0.7	4	0	3	3	-11	0	17	-0.1	8
COc1cc(S(=O)(=O)Nc2ncccc2C)c(OC)cc1Cl	2	0.2	3	12	-2	-1	-11	4	16	2.4	-3
OC[C@H]1OC(O)[C@H](O)[C@@H](O)[C@H]1O (stereo not given in full)	1	-0.1	-5	9	8	-8	-15	-9	-1	0.8	3
COCc1nc2ccccc2n1Cc1ccccc1Br	-4	0.3	-11	3	16	-21	-15	6	-57	-2.0	-29
O=C(CNC(=O)c1ccco1)NCC(=O)OCc1ccc(Cl)cc1	-1	-0.1	9	13	13	14	3	-13	-8	3.5	-17
O=C(O)CCSc1nnnn1-c1ccccc1	-2	0.1	1	13	17	-11	9	11	2	-0.6	-6
CC(=O)OCC(=O)[C@@]12OC(C)(C)O[C@@H]1CC1C3C[C@H](F)C4=CC(=O)C=CC4(C)[C@@]3(F)C(O)CC12C (stereo not given in full)	2	0.4	-7	26	4	73*	7	2	21	0.0	-20
c1ccc2c3c([nH]c2c1)CCNC3	2	0.2	6	17	12	3	-6	-5	10	-0.2	2
COc1cc(S(=O)(=O)Nc2cccnc2)ccc1F	1	0.0	5	15	6	3	-6	-20	7	0.1	7
O=C(CNS(=O)(=O)c1ccccc1F)NNC(=O)c1ccc(Br)cc1	/	-0.2	2	-5	-5	1	-4	-7	-5	-0.3	15
CC(=O)N1CCc2cc(S(=O)(=O)NCC(=O)NCc3ccccc3Cl)ccc21	-2	0.1	-9	11	11	-6	-20	-4	9	0.5	10
CCOC(=O)C1=C(COC(=O)CCc2ccccc2)NC(=O)NC1C (stereo not given)	3	-0.1	9	12	8	19	-41	-11	-10	-0.4	21
Cc1ccc2c(CN3CCCCC3)cc(=O)oc2c1C	0	-0.1	-40	-114	-97	-2	-35	-11	-13	-0.5	-9
O=C(C1CCCCC1)N1CCN(c2ccccc2F)CC1	3	-0.1	-6	20	13	20	-5	-6	-28	2.1	3
COc1ccc(N(CC(=O)NC2CCCCC2)C(=O)CCC(=O)Nc2nc(C)cs2)cc1OC	3	0.0	11	5	-3	-13	-19	8	-6	-0.3	-12
Cc1ccc(Nc2c(-c3ccc(C)o3)nc3ncccn23)cc1	3	0.0	-30	-89	-68	-4	-35	-3	-37	-0.5	-4
CCOc1nc(N2CCCCC2)nc(-n2cc(-c3ccccc3)nn2)n1	-1	0.0	-4	16	12	-4	-17	1	3	2.2	72*
CCOC(=O)c1cc(C#N)c(N2CCCCC2)nc1-c1ccccc1	1	0.2	-14	16	6	15	-4	-6	5	-0.9	-4
N#Cc1c(NC(=O)c2cc(C3CC3)on2)sc2c1CCC2	0	0.5	-12	-150	-38	-3	-9	5	-42	6.2	-18
S=C(NCCc1ccccc1)Nc1c(Cl)cccc1Cl	0	-0.2	-16	-21	-11	6	3	1	-39	-0.6	-4
Cc1cc(NC(=O)CCC(=O)N(c2ccc(F)cc2)C(C(=O)NC2CCCC2)c2ccc(C)o2)no1 (stereo not given)	2	0.0	-4	9	8	-9	-4	10	-16	-0.8	-8
CCN(CCCNC(=O)CCc1nc(-c2ccc(C)cc2)no1)c1cccc(C)c1	1	-0.2	5	27	-6	19	26	-14	2	7.0	8
COc1ccc(N2CCN(CC(=O)Nc3cccc(S(=O)(=O)N4CCOCC4)c3)CC2)cc1	1	0.0	7	9	15	-11	-2	6	-1	0.5	-4
O=C1CC(SCc2nc3ccccc3[nH]2)C(=O)N1c1cccc(F)c1 (stereo not given)	3	0.2	13	-24	-7	-7	-10	12	10	5.6	-14
S=C(NCc1ccccc1)NC1CCCc2ccccc21 (stereo not given)	1	0.5	1	-6	12	9	-16	4	10	0.5	1
Cc1cccc(/C=N/c2sc3c(c2C(=O)OC(C)(C)C)CCN(C)C3)c1O	-1	-0.1	12	-9	17	-20	-14	5	-19	0.1	11
N#C/C(=C\c1cccnc1)C(=O)Nc1ccc(O)cc1F	1	-0.1	-21	7	-7	2	-16	8	2	0.6	8
Additional results follow.
SMILES	NR2E3 ag-1	aDG glyco act	TRPM1 prom inh	HIF-2a block	Peg3 prom inh	CF NFkB inh	NR2E3 ag-2	KKLEB cytotox	Shn3 3UTR inh	hiPSC survival	TWEAK-Fn14 inh
O=C(COc1ccccc1C(=O)NCC1CCCO1)Nc1ccc(Cl)cc1Cl (stereo not given)	1	0.0	4	16	6	0	-15	3	-2	1.6	-1
Cc1ccc(-c2nnc3n2CCCCC3)cc1	1	-0.1	-9	3	-2	1	14	6	-4	-1.1	11
CCCCCCC(C)n1[nH]c(=O)c2c(C)cc(=O)[nH]c21 (stereo not given)	0	0.4	12	23	17	-4	0	3	-16	3.1	3
CCn1ccnc1C(O)c1cccc2ccccc12 (stereo not given)	/	0.0	-10	20	-9	-23	-5	2	-2	0.5	-25
O=C(O)c1ccc(Cn2cnc3sc4c(c3c2=O)CCCC4)cc1	5	0.1	-7	-39	-2	-14	-13	2	13	1.8	-8
COCC(=O)N=Nc1c(O)[nH]c2ccccc12	-2	-0.2	-7	-16	-17	-4	-15	-4	13	3.3	-31

3 of the entries above in order of the HIF-2a block value, ascending.
SMILES | HIF-2a block
O=C(O)c1ccc(Cn2cnc3sc4c(c3c2=O)CCCC4)cc1 | -39
COCC(=O)N=Nc1c(O)[nH]c2ccccc12 | -16
Cc1ccc(-c2nnc3n2CCCCC3)cc1 | 3
